MazF activator: MazEF (E. coli) toxin RNase activation; P0AE70; FAM/BHQ RNA-DNA oligo cleavage fluorescence, 5 h; activation, % at 20 µM; actives 0.32% (n = 350,000); in the data active means activation above about 50%
Target sequence (P0AE70 whole entry, looked up): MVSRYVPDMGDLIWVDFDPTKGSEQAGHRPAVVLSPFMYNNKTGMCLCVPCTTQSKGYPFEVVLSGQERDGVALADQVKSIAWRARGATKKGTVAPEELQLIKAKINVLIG
BoNT-A LC inh2: BoNT A light chain protease inhibition. inhibition, % at 10 µM. multiplex microsphere protease substrate cleavage, flow cytometry. actives 0.17% (n = 360,000); further: plate controls were buffer without enzyme for full effect and enzyme alone for no effect
CCHFV vOTU inh: CCHFV vOTU protease inhibition. Pep-AMC fluorescence. inhibition, % at 11.5 µM. actives 0.55% (n = 370,000). AID 651958; in the data active means inhibition above about 30%; further: 0% = vehicle wells with enzyme and 100% = no enzyme wells
PrPC surface inh: inhibitors of human cell surface prion protein PrPC; P04156; TR-FRET read-out; inhibition, % at 13.8 µM; AID 720596; actives 0.43% (n = 370,000); in the data active means inhibition above about 24%; further: 0% = median of the test wells and 100% = reference compound wells
Rv3671c protease: inhibits the M. tuberculosis serine protease Rv3671c. P9WHR9. actives 0.048% (n = 320,000). inhibition, % at 5.96 µM. AID 2606; in the data active means inhibition above about 38%;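 further: extracellular domain of Rv3671c used as enzyme; 0% = enzyme with DMSO and 100% = no enzyme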
Target sequence (P9WHR9 whole entry, looked up, the tested form may be a part): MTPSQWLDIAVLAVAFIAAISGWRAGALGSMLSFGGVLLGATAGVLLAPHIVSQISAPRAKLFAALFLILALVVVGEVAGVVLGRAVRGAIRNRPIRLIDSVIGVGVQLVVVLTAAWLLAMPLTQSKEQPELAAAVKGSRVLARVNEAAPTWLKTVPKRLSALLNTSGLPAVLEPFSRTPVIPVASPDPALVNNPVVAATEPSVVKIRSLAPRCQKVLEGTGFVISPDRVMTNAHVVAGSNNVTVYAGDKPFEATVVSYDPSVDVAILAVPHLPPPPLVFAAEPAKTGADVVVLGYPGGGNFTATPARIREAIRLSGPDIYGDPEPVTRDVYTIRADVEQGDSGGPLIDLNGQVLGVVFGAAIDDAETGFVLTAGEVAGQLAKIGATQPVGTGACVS
BoNT F protease: inhibitors of Botulinum neurotoxin F light chain protease; actives 0.22% (n = 360,000); inhibition, % at 10 µM; Multiplex microsphere protease cleavage assay, flow cytometry; in the data active means inhibition above about 35%, passing the limit was not always enough; inconclusive means no clear call, values can overlap the other calls; further: plate controls were buffer without enzyme for full effect and enzyme alone for no effect
SARS 3CLpro inh: SARS-CoV 3CLpro protease inhibition. actives 0.14% (n = 290,000). AID 1706. inhibition, % at 6 µM. recombinant SARS-CoV 3CLpro, quenched FRET peptide cleavage; in the data active means inhibition above about 12%
Anthrax LF prot: blocks Bacillus anthracis lethal factor protease. multiplex microsphere protease cleavage assay, LF. inhibition, % at 10 µM. actives 0.12% (n = 360,000); further: plate controls were buffer without enzyme for full effect and enzyme alone for no effect
VHR inh abs: blocks human VHR1 dual specificity phosphatase; P51452; recombinant VHR phosphatase, pNPP absorbance; inhibition, % at 13.3 µM; actives 0.52% (n = 290,000); AID 1654; in the data active means inhibition above about 50%; further: some compounds called inactive have numbers as strong as hits
Target sequence (P51452 whole entry, looked up): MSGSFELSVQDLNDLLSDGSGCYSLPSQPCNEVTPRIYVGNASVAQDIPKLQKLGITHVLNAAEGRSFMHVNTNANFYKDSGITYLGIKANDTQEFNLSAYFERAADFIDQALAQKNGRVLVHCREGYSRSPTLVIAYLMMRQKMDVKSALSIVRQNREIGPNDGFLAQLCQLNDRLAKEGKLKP
SSB-PriA inh: blocks PriA binding to SSB C-terminal tail; AID 1272365; inhibition, % at 33 µM; actives 0.6% (n = 430,000); AlphaScreen SSBct-PriA binding, biotinylated peptide; in the data active means inhibition mostly above about 37%, no sharp cut-off; inactive means mostly below about 20%;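 further: plate controls were negative control peptide for no effect and reference peptide for full effect; strong numbers were not always called active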
The depositor's hits bear a star; ? = inconclusive; . = no result given; & = joins results of further samples. Unless noted, no stated cut-off is given here; in the data, active means inhibition above about 30%; inconclusive means no clear call, values can overlap the other calls; inactive means below that. Some of the compounds tested. The share of hits here may be higher or lower than overall.

Results follow in this order: MazF activator, CCHFV vOTU inh, VHR inh abs, SARS 3CLpro inh, BoNT F protease, PrPC surface inh, Rv3671c protease, BoNT-A LC inh2, SSB-PriA inh, Anthrax LF prot
O=C(COC(=O)c1ncc(Cl)c(Cl)c1Cl)NCCc1ccccc1
 : 6, 0, ., ., -9, 6, 4, -2.5, 0, 4
CCCNC(=O)COc1ccc(S(=O)(=O)Nc2ccc(C)cc2)cc1
 : -4, -2, 0, -6, 2, 2, -1, 2.0, -1, -1
O=C(NCC1CCCO1)C(=O)N/N=C/c1cc(Cl)ccc1O (centres undefined)
 : -5, -9, 13, -1, -4, 4, 13, -0.4, ., 0
Cc1ccc(S(=O)(=O)Nc2ccc(S(=O)(=O)Nc3nccs3)cc2)c([N+](=O)[O-])c1
 : 2, -2, 10, 10, 6, 4, -26, 3.6, 3, 2
Cc1ccc(NC(=O)CCSc2nnc(-c3ccco3)o2)cc1
 : -8, 6, -1, -6, -3, 10, -1, 0.0, 2, 3
CCC(C)(C)C1CCC2(CC1)NC(=O)N(CC(=O)N(C)Cc1ccc(OC(F)F)cc1)C2=O (centres undefined)
 : 0, -9, ., ., 6, 5, 5, -2.5, -4, 3
CCOc1ccc(NC(=O)CSc2nc(=O)n(Cc3cccnc3)c3c2CCC3)cc1
 : 2, -3, ., ., -6, 2, -5, 0.0, -6, 1
N/C(=N\OC(=O)c1ccco1)c1ccccn1
 : 10, 2, 4, -5, 0, 4, -7, -0.1, ., 0
CC(=O)c1cnc2nc(SCc3ccccc3C)nn2c1C
 : 0, 5, 19, -6, 8, 8, ., -3.9, -16, -18
COc1ccc(C)cc1S(=O)(=O)NCCN1CCOCC1
 : 6, 7, 31, -5, 18, -7, -8, -1.6, 4, 3
COc1cccc(-c2nn(-c3ccccc3)cc2CN(C)Cc2c(C)nc3ccccn23)c1
 : 0, 11, -1, 3, -5, -6, -13, -0.8, 29, -1
Cc1ccc(C)c(NC(=O)CN(C)S(=O)(=O)c2ccccc2)c1
 : 0, 2, 7, 2, -3, 4, 5, -0.5, -5, 0
O=C(NCc1c(Cl)cccc1Oc1ccccc1)c1ccccc1
 : 0, -7, 31, -5, ., 2, -3, ., -1, .
CCn1cc(Cl)c(C(=O)NNC(=O)CCn2cc([N+](=O)[O-])cn2)n1
 : 5, -3, -2, 1, -5, -1, -9, -0.6, -1, -2
Cc1cccc(Oc2ccc(NC(=O)C3CC=CCC3C(=O)O)cc2)c1 (centres undefined)
 : -3, -10, 17, 0, 2, -1, 3, -0.3, -7, 6
O=[N+]([O-])c1ccccc1S(=O)(=O)Nc1cccc(-c2ccc3nncn3n2)c1
 : 4, 5, ., ., -3, -2, -9, -3.0, -10&10, -1
COc1cc(NC(=O)C2=C(N3CCOCC3)/C(=C/c3ccc(Cl)cc3)CC2)cc(OC)c1OC
 : 5, 1, -17, -2, -8, 7, 14, -0.5, -17, -1
Cc1cc(C)nc(/N=C(\NC(=O)C(C)(C)C)Nc2ccc(F)cc2)n1
 : -4, 4, -8, 0, ?, -11, -10, ?, ., -13
O=C(CNCc1ccc(Cl)cc1)Nc1ccc2c(c1)OCCO2
 : 5, 5, 23, -1, -3, -1, 7, 0.4, 3, 1
CCOC(=O)N1CCC(NC(=O)c2cc(C(=O)NC3CCCC3)ccc2CO)CC1
 : -1, -6, 7, 2, 1, 4, 11, -0.5, 4, 0
CCCCN1C(=O)C(CC(=O)NCCCCc2ccccc2)CC(C(=O)N2CCCCCC2)=C1C (centres undefined)
 : ., 10, ., ., 4, -4, ., -0.3, ., -5
c1csc(CN2CCOCC2)c1
 : -11, 6, -17, 3, -30, 4, 1, -5.5, 6, -8
CC(=O)c1sc(NC(=O)COc2ccccc2)nc1C
 : 6, 5, -6, -2, -1, 12, 8, 0.3, 7, 0
CC(=O)c1c(C)[nH]c(C(=O)CN2CCN(S(=O)(=O)c3ccccc3)CC2)c1C
 : 7, 11, ., ., 6, 5, -1, 4.9, 3, -3
CC(Oc1ccc(-c2nccc(-c3ccccn3)n2)cc1)C(=O)NN (centres undefined)
 : 4, 6, 32, -3, -9, -2, -8, 0.1, 0, -1
CCOc1ccc(N(CC(=O)NCc2ccccc2OC)S(C)(=O)=O)cc1
 : 4, -8, 29, -4, 8, -5, 3, 2.9, -14, -2
CN(C1CCS(=O)(=O)C1)S(=O)(=O)c1ccc(C2CCCCC2)cc1 (centres undefined)
 : -2, 6, 0, 4, 8, 2, -2, 8.3, -12, -14
CN(C)/C=C/C(=O)c1ccc(F)cc1
 : -3, 12, 12, -1, 10, -9, -2, 4.6, 5, 10
COc1ccccc1C(=O)C1CCCN(C(=O)CCC(=O)c2ccccc2)C1 (centres undefined)
 : 10, -11, 0, 0, 11, 4, -3, 0.7, -6, 13
Cc1nc(C)c(-c2csc(Nc3ncccc3C)n2)s1
 : -30, 6, -4, 5, -2, 3, -3, -0.7, 3, -16

Brought forward from above: seven compounds, followed by the next part.
Results follow in this order: MazF activator, CCHFV vOTU inh, VHR inh abs, SARS 3CLpro inh, BoNT F protease, PrPC surface inh, Rv3671c protease, BoNT-A LC inh2, SSB-PriA inh, Anthrax LF prot
CC(=O)c1c(C)[nH]c(C(=O)CN2CCN(S(=O)(=O)c3ccccc3)CC2)c1C
 : 7, 11, ., ., 6, 5, -1, 4.9, 3, -3
CC(Oc1ccc(-c2nccc(-c3ccccn3)n2)cc1)C(=O)NN (centres undefined)
 : 4, 6, 32, -3, -9, -2, -8, 0.1, 0, -1
CCOc1ccc(N(CC(=O)NCc2ccccc2OC)S(C)(=O)=O)cc1
 : 4, -8, 29, -4, 8, -5, 3, 2.9, -14, -2
CN(C1CCS(=O)(=O)C1)S(=O)(=O)c1ccc(C2CCCCC2)cc1 (centres undefined)
 : -2, 6, 0, 4, 8, 2, -2, 8.3, -12, -14
CN(C)/C=C/C(=O)c1ccc(F)cc1
 : -3, 12, 12, -1, 10, -9, -2, 4.6, 5, 10
COc1ccccc1C(=O)C1CCCN(C(=O)CCC(=O)c2ccccc2)C1 (centres undefined)
 : 10, -11, 0, 0, 11, 4, -3, 0.7, -6, 13
Cc1nc(C)c(-c2csc(Nc3ncccc3C)n2)s1
 : -30, 6, -4, 5, -2, 3, -3, -0.7, 3, -16
CCc1ccc(-c2nc(SCC(=O)NC3CCS(=O)(=O)C3)n[nH]2)cc1 (centres undefined)
 : 6, -6, ., ., ?, 3, 4, ?, 2, 0
N#CC1c2ccccc2C=CN1C(=O)c1ccccc1 (centres undefined)
 : 5, 5, 8, 0, -4, 0, 4, -0.6, -5, -6
c1ccc(OCCOCCOc2ccccc2)cc1
 : -3, 2, ., ., -2, 1, ., -1.6, -37, -2
Cn1cc(-c2nnnn2-c2cccc(C(F)(F)F)c2)c(C(F)(F)F)n1
 : 0, 1, -8, -2, -4, -8, -6, -2.6, 1, -2
CC(C)COc1ccc(C2NC(=O)NC2=O)cc1 (centres undefined)
 : -3, -6, 1, 0, -1, -1, -3, 0.0, -23, -8
Oc1ccc(CCN2CCCCC2)cc1
 : 4, 2, ., ., -1, 2, ., 0.3, -11, 3
C[C@H](CO)N1C[C@H](C)[C@@H](CN(C)C(=O)Nc2ccccc2)Oc2c(NC(=O)c3ccncc3)cccc2C1=O
 : 4, 2, ., ., 2, -4, 5, 0.0, -1, -5
CCOc1ccc(S(=O)(=O)N2CCN(C(=O)CCC(=O)N3CCOCC3)CC2)cc1
 : -1, 8, ., ., 4, -2, 6, 4.9, -13, -3
O=C(Nn1cnnc1)C(Sc1ccccc1)c1ccccc1 (centres undefined)
 : -15, -2, 8, -1, 1, 7, 1, -0.3, -11, -2
O=C(c1ccc2c(c1)OCO2)C1CCCN(C(=O)C2CCOCC2)C1 (centres undefined)
 : -2, -2, 17, 4, -10, 0, -2, 0.3, -7, 1
O=C(O)c1ccc(NC(=O)c2ccccc2NC(=O)c2cccc(Br)c2)cc1
 : -8, -10, 2, 9, ?, -3, -3, -0.7, -6, 11
CC1CCN(C(C(=O)O)c2ccccc2)CC1 (centres undefined)
 : 1, 5, 20, 2, -4, 9, 0, -0.9, 2, 1
CC(=O)c1ccc(OCc2cc(C(=O)N3CCC[C@H]3CO)no2)cc1
 : 10, -7, 60*, 3, -4, -1, 0, -0.8, -12, -4
COc1ccc(N2CCN(C(=O)c3ccc4c(c3)[nH]c(=S)n3c5ccccc5nc43)CC2)cc1
 : ., -14, 22, 2, ., 10, -9, ., ., .
CC(=O)Nc1ccc(NC(=O)CSc2nnc(-c3cc4ccccc4o3)n2C)cc1
 : 5, -12, 18, -4, -34, 3, 0, -9.0, -2, -8
CSCCC(NC(=O)c1ccc(Cl)cc1)C(=O)OCC(=O)Nc1cc(Cl)ccc1C#N (centres undefined)
 : 6, 2, 0, 3, 1, 8, -7, 1.2, -11, 1
CC(C)CC(=O)Nc1ccc(C(=O)COC(=O)CN2C(=O)NC3(CCCCC3C)C2=O)cc1 (centres undefined)
 : 1, 9, ., ., -5, -5, ., 1.3, -5, -5
CCCc1n[nH]c2c1/C(=N/O)CC(c1ccccc1)C2 (centres undefined)
 : -8, -1, -1, -4, -4, 4, -10, -0.4, ., -2
CC(=O)N/C(=N\c1nc(C)cc(C)n1)Nc1ccc(Cl)cc1Cl
 : 6, 6, 74, -2, 28, -1, 3, -1.1, ., 1
COc1ccc(CN2CCC(n3nccc3NC(=O)CCc3ccccc3)CC2)c(C)c1C
 : -2, 14, 6, 2, 8, -12, ., 1.1, -5, 1
Cc1csc(NC(=O)c2ccoc2C)n1
 : 4, -5, 2, -1, 6, 3, 2, 0.0, 7, -7
O=C(CSc1ccc(Br)cc1)N1CCOCC1
 : 10, -12, 14, -1, 0, -1, 0, 0.5, 0, 1
Cc1cc(=O)[nH]c(N2CCOCC2)n1
 : -7, -10, -10, 2, 5, 1, 6, 0.0, -2, -7
COC(=O)Nc1c(C)nn(Cc2ccccc2C)c1C
 : 5, ., 24, 0, -1, ., 2, 0.0, -6, 0
COc1ccc(N2CCN(C(=S)Nc3ccccc3OC)CC2)cc1
 : 6, -3, 14, -1, ?, 6, -5, 1.6, 5, 11
C#CCOCCOCCOCCNc1nc(N2CCN(C(=O)Cn3cc(CCCN=C(N)N)nn3)CC2)nc(N2CCN(C(=O)[C@H]([C@@H](C)O)n3cc(CCCCN)nn3)CC2)n1
 : 7, 11, ., ., -13, -5, -6, 0.5, -7, -11
COC(=O)c1c(SCC(=O)Nc2ccc(C)cc2)nc(=O)[nH]c1C
 : -7, -1, 6, 3, -4, 12, -4, -1.2, -3, -2
COc1c(C)cc(C(=O)C2CCCN(C(=O)c3cc(C)on3)C2)cc1C (centres undefined)
 : -2, 10, 15, -3, 1, 1, -4, 0.1, 3, -2
COC(=O)c1ccc(N2C(=O)CC(NCc3ccccc3)C2=O)cc1 (centres undefined)
 : -26, 9, 3, 1, 2, 3, -3, 0.3, -3, 2

By substructure, the entries above containing a furan ring, fused or not.
Results follow in this order: MazF activator, CCHFV vOTU inh, VHR inh abs, SARS 3CLpro inh, BoNT F protease, PrPC surface inh, Rv3671c protease, BoNT-A LC inh2, SSB-PriA inh, Anthrax LF prot
Cc1ccc(NC(=O)CCSc2nnc(-c3ccco3)o2)cc1
 : -8, 6, -1, -6, -3, 10, -1, 0.0, 2, 3
N/C(=N\OC(=O)c1ccco1)c1ccccn1
 : 10, 2, 4, -5, 0, 4, -7, -0.1, ., 0
CC(=O)Nc1ccc(NC(=O)CSc2nnc(-c3cc4ccccc4o3)n2C)cc1
 : 5, -12, 18, -4, -34, 3, 0, -9.0, -2, -8
Cc1csc(NC(=O)c2ccoc2C)n1
 : 4, -5, 2, -1, 6, 3, 2, 0.0, 7, -7

Compound activity: PubChem BioAssay, several laboratories
